Assay outcomes from PubChem BioAssay.
Tau fibril ThT: qHTS for Inhibitors of Tau Fibril Formation, Thioflavin T Binding. recombinant tau K18 P301L (four-repeat tau fragment), heparin-induced fibrillization, ThT fluorescence. Potency, µM (doses to about 57.4 µM), inactives show top-dose activity, negative = inhibition, most hits filed as inhibitors. hit rate 2.1% among 270,000. AID 1460, 2008; further: on the % scale 0 is the no-effect control and ±100 the full control effect; nearly all actives have a fitted effect of over 55% in size
Target sequence (P10636 561-689 P618L limits assumed): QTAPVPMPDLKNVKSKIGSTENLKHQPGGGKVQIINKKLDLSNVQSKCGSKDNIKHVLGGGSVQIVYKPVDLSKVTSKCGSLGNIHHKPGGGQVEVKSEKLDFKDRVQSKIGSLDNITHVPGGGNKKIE
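Aggregation was driven by heparin (20 uM final) acting on recombinant tau […] bearing P301L in 100 mM sodium acetate pH 7; fibrils were detected with Thioflavin T.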
ALDH1A1 block: qHTS Assay for Inhibitors of Aldehyde Dehydrogenase 1 (ALDH1A1); Aldehyde dehydrogenase 1A1 (Homo sapiens), P00352; Purified ALDH1A1, NADH fluorescence, propionaldehyde substrate; Potency, µM (series often up to 75.3 µM), for the others: at the top dose activity, negative = inhibition, hits mostly inhibitors; hit rate 7.3% among 220,000; active means well fitted inhibition curve with a large enough effect, not every such curve was filed as active; inconclusive means small, poorly fitted or top-dose-only effect, or another doubt; inactive means no such curve, though single readings can be large or run the other way;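 further: plate controls were no enzyme wells and a reference inhibitor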
Target sequence (P00352 whole entry, looked up): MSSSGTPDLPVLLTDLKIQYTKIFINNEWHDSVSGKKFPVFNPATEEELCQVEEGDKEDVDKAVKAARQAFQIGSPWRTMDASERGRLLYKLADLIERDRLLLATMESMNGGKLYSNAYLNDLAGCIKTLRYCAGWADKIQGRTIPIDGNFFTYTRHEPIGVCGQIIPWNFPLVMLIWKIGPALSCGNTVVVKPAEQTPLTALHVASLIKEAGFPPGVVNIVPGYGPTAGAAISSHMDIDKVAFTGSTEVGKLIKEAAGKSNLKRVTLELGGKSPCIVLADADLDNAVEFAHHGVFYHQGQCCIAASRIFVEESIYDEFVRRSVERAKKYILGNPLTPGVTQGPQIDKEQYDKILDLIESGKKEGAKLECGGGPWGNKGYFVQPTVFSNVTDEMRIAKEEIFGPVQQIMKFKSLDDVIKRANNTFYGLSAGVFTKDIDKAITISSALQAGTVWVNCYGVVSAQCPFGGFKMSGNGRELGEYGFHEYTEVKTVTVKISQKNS
SMN2 splice enh: qHTS Assay for Enhancers of SMN2 Splice Variant Expression; HEK293 SMN2-luciferase splicing reporter, luminescence, 30-36 h; Potency, µM (highest dose often 46.1 µM), without a hit: at the top dose activity change, positive = activation, actives largely listed as activators; hit rate 2.8% among 210,000; further: % of control where 0% means no effect; nearly all actives have a fitted effect of over 55% in size
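qHTS luciferase splicing reporter: luminescence rises when SMN2 exon 7 is included in transfected HEK293 cells. Compound exposure lasted 30-36 h at 37C, with 4.5 mM final sodium butyrate as control, followed by a ONE-Glo read.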
Lamin A splicing: qHTS Assay for Modulators of Lamin A Splicing; AID 1487, 2009; Potency, µM (doses to about 46.1 µM), for the others: top-dose ratio change, negative = inhibition, usual class: inhibitors; HeLa LMNA splicing GFP/RFP minigene ratio, 48 h; hit rate 0.01% among 200,000; active means well fitted inhibition curve with a large enough effect in the signal ratio, with a control signal flat, not every such curve was filed as active; inconclusive means small, poorly fitted or top-dose-only effect, or effect the other way, or a change in a side signal; the % refers to the signal ratio; further: on the % scale 0 is the no-effect control and ±100 the full control effect
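Read-out is the ratio of GFP to DsRed2 object intensity, acquired by 488 nm laser-scanning cytometry on HeLa lamin A-EGFP minigene reporter cells. Compound incubation 48 hrs at 37 °C in Opti-MEM with 2% FBS; DMSO 0.5% final.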
RECQ1 helicase: qHTS Assay for Inhibitors of RecQ-Like Dna Helicase 1 (RECQ1) | ATP-dependent DNA helicase Q1 (Homo sapiens), P46063 | RECQ1 DNA unwinding, red fluorescence kinetic read | Potency, µM (series often up to 57.3 µM), inactives show top-dose activity, negative = inhibition, usual class: inhibitors | hit rate 0.54% among 240,000 | AID 2549, 2010;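 further: plate controls were vehicle for no effect and no enzyme for full effect; nearly all actives have a fitted effect of over 30% in size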
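RECQ1T1 50 nM; forked duplex (20 bp + 30-nt ss tails) 200 nM, ATP 2 mM final; pH 8.0, 2 mM MgCl2, 2.5 ug/ml poly(dI-dC); 15 min compound preincubation; discontinuous kinetic read over 2 h at RT.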
KinaseGlo FLuc: Counterscreen for Luciferase (Kinase-Glo TM) Inhibition. Luciferin 4-monooxygenase (Photuris pensylvanica), Q27757. Kinase-Glo luciferase, ATP luminescence, 8 min. Potency, µM (top dose mostly 38.3 µM), without a hit: at the highest dose activity change, negative = inhibition, usual class: inhibitors. hit rate 0.28% among 200,000; further: on the % scale 0 is the no-effect control and ±100 the full control effect; nearly all actives have a fitted effect of over 60% in size
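Compounds were added to a substrate mix at pH 7.2 (50 mM imidazole, 10 uM ATP, within the enzyme's linear range), followed by Kinase-Glo detection reagent; luminescence was measured after 8 minutes at ambient temperature.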
L3MBTL1 inh: qHTS Assay for the Inhibitors of L3MBTL1; hit rate 0.66% among 230,000; Lethal(3)malignant brain tumor-like protein 1 (Homo sapiens), Q9Y468; AlphaScreen L3MBTL1–H3K9me1 peptide binding; Potency, µM (highest dose often 57.1 µM), without a hit: at the highest dose activity, negative = inhibition, most hits filed as inhibitors; further: on the % scale 0 is the no-effect control and ±100 the full control effect; nearly all actives have a fitted effect of over 60% in size
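AlphaScreen assay: L3MBTL1 (50 nM final) was preincubated 30 min at room temperature with biotinylated H3(1-15)K9me1 peptide (75 nM final), then 30 min with library compounds; streptavidin donor and nickel chelate acceptor beads (10 ug/mL final) added, 30 min dark.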
JMJD2E inh: qHTS Assay for Inhibitors of Human Jumonji Domain Containing 2E (JMJD2E) | hit rate 1.6% among 230,000 | AID 2147, 2009 | Potency, µM (doses to about 57.1 µM), without a hit: at the highest dose activity change, negative = inhibition, most hits filed as inhibitors | JMJD2E catalytic domain, FDH-coupled NADH fluorescence (FDH is formaldehyde dehydrogenase) | Lysine-specific demethylase 4E (Homo sapiens), B2RXH2; active means well fitted inhibition curve with a large enough effect, not every such curve was filed as active; inconclusive means small, poorly fitted or top-dose-only effect, or another doubt; inactive means no such curve, though single readings can be large or run the other way;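 further: 0% = wells with enzyme and -100% = buffer wells without enzyme; nearly all actives have a fitted effect of over 50% in size; many of its hits are not listed in these tables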
Target sequence (B2RXH2 1-337 limits assumed): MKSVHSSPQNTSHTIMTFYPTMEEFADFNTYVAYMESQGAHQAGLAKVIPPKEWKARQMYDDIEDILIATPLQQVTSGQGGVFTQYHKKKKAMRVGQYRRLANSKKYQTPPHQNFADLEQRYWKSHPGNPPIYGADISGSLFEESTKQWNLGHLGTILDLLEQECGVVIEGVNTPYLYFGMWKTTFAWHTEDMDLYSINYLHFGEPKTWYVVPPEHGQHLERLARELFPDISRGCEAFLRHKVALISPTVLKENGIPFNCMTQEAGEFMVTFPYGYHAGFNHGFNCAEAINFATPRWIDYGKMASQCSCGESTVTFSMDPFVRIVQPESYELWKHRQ
Active calls of the source: *; i = inactive; ? = inconclusive; · = not tested or not shown; & = joins results of further samples; [ ] = another dose, or the depositor's remark. Unless noted, the call rests on the fitted dose curve; in most records, active means well fitted curve in the direction sought with a large enough effect; inconclusive means small, poorly fitted or top-dose-only effect, or another doubt; inactive means no such curve, though single readings can be large; an effect the other way counts as inactive or inconclusive. Potency means the concentration at half of the fitted maximal effect. Only part of the results is shown; rates above refer to the full screens.

SMILES	Tau fibril ThT	ALDH1A1 block	SMN2 splice enh	Lamin A splicing	RECQ1 helicase	KinaseGlo FLuc	L3MBTL1 inh	JMJD2E inh
Cc1cccc(-n2c(N)cc(=O)nc2SCC(=O)NC2CCCCC2)c1	-11.3%	8.9%	-18.9%	0.8%	-1.3%	-12.3%	-0.5%	0.4%
Cc1ccccc1OCc1nc2ccccc2c(=O)n1/N=C/c1ccco1	?	?	6.8%	?	3.0%	0.5%	2.5%[11.4 µM]	10.1%
CC(C)(C)c1cc[n+](C2=C([O-])c3ccccc3C(=O)/C2=N\S(=O)(=O)c2ccccc2)cc1	15.8µM*	·	·	·	-0.6%	·	-26.7%	?
O=C(N/N=C/c1ccccc1[N+](=O)[O-])c1ccc(COc2ccccc2-c2ccccc2)cc1	-6.7%	-10.5%	1.5%[1.84 µM]	-4.0%	-5.8%	-4.5%	-11.9%	1.0%
O=C(NCCCN1CCCC1=O)c1ccc2c(c1)OCO2	6.9%	-5.4%	?	6.8%	-4.5%	-1.4%	·	-10.0%
CCOC(=O)c1c(NC(=O)Cc2cccs2)sc(C(=O)NC2CCCCC2)c1C	-4.4%	6.4%	-8.2%	5.6%	-3.3%	4.5%	5.1%	1.5%
CCO[C@@H]1OC(C(=O)NCc2ccccc2)=C[C@H](c2ccc(C(F)(F)F)cc2)[C@H]1CCCO	-14.1%	-22.6%	·	·	i	·	1.3%	-10.3%
CNC(=O)c1nc(C)n(-c2ccc([N+](=O)[O-])cc2)n1	-8.1%	-1.1%	3.6%	16.2%[46 µM]	-7.6%	3.3%	20.4%	-1.3%
CCSc1nnc(NC(=O)c2cccc3ccccc23)s1	-1.0%	?	2.6%	-14.0%	-0.1%	-1.6%	5.1%	?
COc1cccc(Oc2nc(-c3ccncc3)nc3ccccc23)c1	?	-10.0%	·	?	-12.3%	·	-1.7%	?
Cc1noc(C)c1C(=O)N1CCC2(CC1)CN(c1ccccc1)C2	·	3.6%	-31.4%[inhibitor]	·	-0.1%	-5.7%	·	·
Cc1c(NC(=O)COC(=O)C2CC3C=CC2C3)c(=O)n(-c2ccccc2)n1C (configuration not stated)	-9.6%	-7.6%	-11.8%	-0.5%	-4.6%	2.0%	-1.1%	3.3%
CCOC(=O)/C(=C\c1cccnc1)C(=O)c1cc(C(C)=O)c(Nc2ccccc2)s1	?	?	-18.1%	?	-3.4%	22.4%	·	-0.2%
O=C1/C(=C/c2c[nH]c3ccccc23)CCC/C1=C\c1c[nH]c2ccccc12	?	1.26µM*	-33.7%[inhibitor]	?	-18.4%	0.5%	-19.9%	?
Cc1cccc(N(C(=O)C(F)(F)F)C(C(=O)NC2CCCCC2)c2cccs2)c1 (configuration not stated)	-4.1%	8.1%	?	4.5%	i	-7.0%	-9.3%	-5.1%
O=C(O)c1cccc(NS(=O)(=O)c2ccc(C3CCCCC3)cc2)c1	9.7%	16.1%	16.7%	16.6%[46 µM]	i	2.0%	-0.9%	6.1%
OCC(O)COc1cccc2ccccc12 (configuration not stated)	-4.4%	-2.5%	-0.5%	·	i	·	·	·
CCOc1ccc(CC(=O)NNC(=S)Nc2ccccc2)cc1Br	?	31.6µM*	-19.9%	-11.1%	-10.2%	1.4%	·	8.2%
COc1ccc(CN2C3CCCC2CC(NC(=O)Nc2cccc(C)c2)C3)cc1 (configuration not stated)	-0.6%	1.3%	-7.6%	-24.6%	i	-2.2%	?	-3.7%
O=C(c1ccc(S(=O)(=O)c2ccc(Cl)cc2)cc1)N1CCOCC1	-7.4%	11.7%	·	5.7%[46 µM]	-1.8%	-6.8%	9.2%	-0.6%
Cc1ccc(S(=O)(=O)c2c(CO)c(-c3ccccc3)nn2C)cc1	-7.5%	5.4%	-53.5%[inhibitor]	·	-12.4%	1.4%	·	4.5%
C/C(Cn1nnc([N+](=O)[O-])n1)=N\NC(=O)c1ccccc1	-5.8%	-11.3%	-27.3%	?	-5.4%	-0.7%	4.1%	3.5%
CN(Cc1ccccc1)C(=O)CN(Cc1ccccc1)S(C)(=O)=O	-13.0%	?	-43.3%[inhibitor]	-1.9%	-7.0%	-4.3%	-3.9%	-0.4%
CCC1SC(C)C/C(=N/NC(N)=O)C1C (configuration not stated)	-1.2%	·	·	·	-11.7%	·	-2.9%	7.5%
COc1cc2ccc(=O)oc2cc1O	-1.6%&-0.9%	?	15.2%	?	?	0.7%	-1.0%	?
N#C/C(=C/c1ccc(F)cc1)S(=O)(=O)c1ccccc1	-10.5%	·	·	·	-9.3%	·	53.0%[activator]	-9.9%
Cc1ccc(-c2c3c(=O)n(C)c(=O)n(C)c3cn2CCCN2CCOCC2)cc1	5.0%	-6.8%	3.7%	7.2%	-13.7%	2.2%	-2.8%	-23.4%
C/C=C(\C)C(=O)C[Si](C)(C)c1ccccc1	?	11.5%	18.1%	·	i	-0.7%	·	7.3%
Cc1cc(C(=O)CSc2nncs2)c(C)n1-c1ccc2c(c1)OCO2	?	?	-12.5%	?	-11.4%	-1.2%	-17.3%	-1.7%
CCN(C(=O)COC(=O)c1ccc(Br)o1)C1CCCCC1	-9.9%	-3.0%	14.9%	?	1.5%	0.5%	16.2%	-4.7%
COc1cc(NC(=O)Nc2cccc(Cl)c2)c(C(=O)O)cc1OC	?	·	·	·	4.3%	·	7.1%	?
CC1CCCN(C(c2cccs2)c2nnnn2Cc2ccccc2)C1 (configuration not stated)	-16.1%	3.16µM*	-9.6%	13.6%	-7.2%	1.8%	·	-9.2%
CCCCN(C)C(=S)Nc1ccc2nc(N3CCN(CC)CC3)cc(C)c2c1	?	?	·	·	-15.1%	-3.2%	·	?
Cc1cccc(-n2c(SCc3cc(=O)n4c(C)cccc4n3)nc3[nH]ncc3c2=O)c1	-10.4%	-3.2%	-13.9%	1.8%	i	-4.1%	·	-3.4%
CN1CCNC(=O)C1CC(=O)O (configuration not stated)	1.7%	2.6%	-9.4%	9.9%	-2.0%	-1.4%	8.1%	0.8%
N#CC(=C=[N-])c1nc2ccccc2nc1-[n+]1ccccc1	?	-8.3%&18.1%	?	-14.5%	i	16.4%	-3.6%	-8.6%&-1.8%
COc1ccc(S(=O)(=O)N(C)CC(=O)Nc2ccc(F)cc2)cc1	3.2%	9.7%	-28.6%	1.6%	-5.7%	-2.7%	·	10.3%
CN(C)CCNc1oc(-c2ccccc2F)nc1C#N	-16.6%	?	9.3%	-5.0%	-1.6%	2.0%	5.6%	?
Cc1cc(/C=C2\SC(=S)N(C)C2=O)c(C)n1-c1cccc(O)c1	7.94µM*	·	·	·	-2.7%	·	-18.2%	-18.3%
CCOC(=O)c1[nH]c(C)c(C(=O)Nc2ccc(C)c(F)c2)c1C	-2.6%	6.5%	16.7%	?	-6.2%	-0.6%	1.5%	-3.4%
CC(C)Cn1c2ccccc2c2cc(C(=O)O)ccc21	-18.2%	-4.0%	-19.0%	-9.8%	i	-3.4%	·	?
NC1=NC2C(N=C(Br)N2[C@@H]2O[C@H]3COP(=O)(O)O[C@@H]3[C@@H]2O)C(=O)N1 (some centres not stated)	-5.3%	8.9%	-0.3%	·	7.9%&18.2%	·	·	·
C[C@H](N)C(=O)OCc1ccc([N+](=O)[O-])cc1	-7.2%	·	·	·	i	·	1.3%	3.5%
O=C(O)COc1ccccc1C1C2C(=O)N(c3ccccc3)C(=O)C2ON1c1ccccc1 (configuration not stated)	-16.5%	25.1µM*	-6.5%	2.0%	1.5%	-3.2%	-7.5%	0.6%
COc1ccccc1CNC(=O)COC(=O)CCC(=O)c1cccs1	7.8%	-6.2%	-22.3%	·	17.6%	1.0%	-8.0%	-8.1%

Of the compounds above, these have a Cl atom.
SMILES	Tau fibril ThT	ALDH1A1 block	SMN2 splice enh	Lamin A splicing	RECQ1 helicase	KinaseGlo FLuc	L3MBTL1 inh	JMJD2E inh
O=C(c1ccc(S(=O)(=O)c2ccc(Cl)cc2)cc1)N1CCOCC1	-7.4%	11.7%	·	5.7%[46 µM]	-1.8%	-6.8%	9.2%	-0.6%
COc1cc(NC(=O)Nc2cccc(Cl)c2)c(C(=O)O)cc1OC	?	·	·	·	4.3%	·	7.1%	?

Next section.
SMILES	Tau fibril ThT	ALDH1A1 block	SMN2 splice enh	Lamin A splicing	RECQ1 helicase	KinaseGlo FLuc	L3MBTL1 inh	JMJD2E inh
O=C(Cn1cc(C(=O)c2cccs2)c2ccccc21)NC1CCCCC1	?	?	-32.9%[inhibitor]	?	-9.2%	-0.4%	·	2.9%
CCOC(=O)CN1N=C(/C=C/c2ccc(OC)cc2)CCC1=O	-13.3%	?	·	?	-2.9%	-5.3%	5.4%	-8.6%
COc1ccc(NC(=S)NCC2CCCO2)c(OC)c1 (configuration not stated)	-10.2%	-5.8%	25.6%	-7.7%	-4.4%	0.5%	3.9%	-17.1%
O=c1c2c3c(sc2ncn1/N=C/c1ccco1)CCCC3	-12.4%	?	?	-5.9%	i	1.7%	·	-0.6%
COc1cccc(C(C(=O)NC2CCCC2)N(Cc2ccccc2OC)C(=O)c2ccco2)c1 (configuration not stated)	0.9%	0.5%	-13.7%	-3.5%	-1.5%	3.8%	21.1%[11.4 µM]	2.7%
Cc1c([N+](=O)[O-])c(C(=O)Sc2ccc(Br)cc2)nn1C	?	?	·	·	-1.9%	·	-20.5%	-4.4%
CN(C(=O)c1cccc(C#N)c1)c1nnc(-c2ccccn2)s1	-0.3%	-4.5%	?	3.4%	i	-2.2%	·	?
